# NF-kB neuron act – compounds increasing NF-kB expression in human neuronal cells; 190,000 tested, 1.6% active; fold change at 12.5 µM; NF-kB reporter expression; stronger effect = higher value; in the data active = fold change above about 3.3
# STAT3 act – increases IL-6 driven STAT3 reporter signal; U3A cells, IL-6 STAT3-luciferase reporter, luminescence; 100% = signal with IL-6 EC80 alone; activation (% of control), % at 5.6 µM; 190,000 tested, 0.91% active; AID 871;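 active = activation above the screen-wide mean of compound activation plus 3 SD, cut at about 130% in these data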;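 also: 0% = background luminescence of wells with medium and substrate only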
#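 Material: human STAT1-deficient U3A cells with stable STAT3-luciferase reporter / Probe or stimulus: IL-6 stimulus at 33 ng/mL final / Schedule: 1 h compound pre-exposure, 6 h IL-6 stimulation, 37 °C / Technique: luminescence / Read-out basis: percent of IL-6-only median luminescence / Control set: IL-6-only high control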
# STAT3 blocker – reduces IL-6 driven STAT3 reporter signal; 190,000 tested, 0.89% active; U3A cells, IL-6 STAT3-luciferase reporter, luminescence; host cell line lacks STAT1; inhibition, % at 5.5 µM; AID 862;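 active = inhibition above the mean inhibition across all screened compounds plus 3 SD, cut at about 44% in these data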;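 also: 0% = DMSO only wells and 100% = 100 µM nifuroxazide control wells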
# DTT redox prof – compounds producing H2O2 with reducing agent – biochemical, NIH compound library profiling, artefact control for MLSCN library redox annotation, primary screen. DTT-dependent redox cycling H2O2, phenol red/HRP absorbance; 100% = 100 µM peroxide control, 0% = buffer. activation, % at 10 µM. 200,000 tested, 0.03% active. AID 878;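 active = activation of at least 50% relative to the plate's high and low controls in the primary single-dose screen; inactive = activation below 50%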;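 also: compound incubated with DTT at 0.8 mM final as the reducing agent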
# STAT1 activator – increases IFN-gamma driven STAT1 reporter signal. activation (% of control), % at 5.5 µM. NIH 3T3 STAT1-luciferase reporter, luminescence; 100% = IFN-gamma alone, no compound. 200,000 tested, 2.6% active. AID 932;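 active = activation above the screen-wide mean activation plus 3 SD, cut at about 130% in these data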;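 also: raw ratio to IFN-gamma control signal so 100% means no change and 0% no light; values of inactives mirror those of a sister screen read the other way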
# APP 5'UTR act – activates APP 5'UTR luciferase reporter; SH-SY5Y APP 5'UTR luciferase reporter, luminescence; zero percent = DMSO vehicle wells; 190,000 tested, 1% active; activation, % at 2 µM; AID 1276;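 active = activation above a set limit, based on mean plus 3 SD of controls, cut at about 140% in these data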; also: values of inactives mirror those of a sister screen read the other way
# Hsp70 activator – transcriptional activators of Hsp70; 200,000 tested, 0.04% active; activation, % at 10 µM; HeLa Hsp70 promoter luciferase reporter, luminescence; scaled: vehicle 0, proteasome-inhibitor control 100%; AID 1203;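 active = activation above the mean across all tested compounds plus 3 SD, cutoff set per campaign, cut at about 5.5% in these data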;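 also: 100% = MG132 at 30 µM as the positive control and 0% = DMSO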
# TLR4-MyD88 BLA – inhibitors of human TLR4-MyD88 binding | O00206+Q99836 | HeLa CL3-4 TLR4/MyD88 BLA complementation, FRET ratio | inhibition, % at 8.4 µM | 200,000 tested, 0.18% active; in the data active = inhibition above about 25%;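 also: 0% = vehicle and 100% = reference inhibitor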
# Target sequence (O00206 whole entry, looked up): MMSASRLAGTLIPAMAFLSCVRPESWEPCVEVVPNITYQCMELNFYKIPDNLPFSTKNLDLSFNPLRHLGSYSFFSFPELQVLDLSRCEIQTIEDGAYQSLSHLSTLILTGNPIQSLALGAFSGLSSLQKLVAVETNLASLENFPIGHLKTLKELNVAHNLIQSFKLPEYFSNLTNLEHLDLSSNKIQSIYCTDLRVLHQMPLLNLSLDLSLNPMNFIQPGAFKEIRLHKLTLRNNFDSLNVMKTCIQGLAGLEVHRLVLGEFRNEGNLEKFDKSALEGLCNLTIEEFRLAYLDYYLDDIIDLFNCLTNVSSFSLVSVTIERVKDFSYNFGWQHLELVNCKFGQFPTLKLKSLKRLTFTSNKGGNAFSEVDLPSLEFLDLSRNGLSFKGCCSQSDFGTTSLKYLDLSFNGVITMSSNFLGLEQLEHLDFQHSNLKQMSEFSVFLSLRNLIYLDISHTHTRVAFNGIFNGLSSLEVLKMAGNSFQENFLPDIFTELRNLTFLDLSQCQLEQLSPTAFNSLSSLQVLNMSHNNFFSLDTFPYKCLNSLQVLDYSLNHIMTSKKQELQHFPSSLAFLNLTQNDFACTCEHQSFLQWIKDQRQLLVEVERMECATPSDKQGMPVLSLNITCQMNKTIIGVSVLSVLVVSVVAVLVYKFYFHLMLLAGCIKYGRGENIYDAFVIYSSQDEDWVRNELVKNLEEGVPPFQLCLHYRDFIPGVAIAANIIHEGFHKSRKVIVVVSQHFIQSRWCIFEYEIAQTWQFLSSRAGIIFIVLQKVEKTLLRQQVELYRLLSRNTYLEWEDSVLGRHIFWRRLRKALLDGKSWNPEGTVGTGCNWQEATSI
# Target sequence (Q99836 whole entry, looked up): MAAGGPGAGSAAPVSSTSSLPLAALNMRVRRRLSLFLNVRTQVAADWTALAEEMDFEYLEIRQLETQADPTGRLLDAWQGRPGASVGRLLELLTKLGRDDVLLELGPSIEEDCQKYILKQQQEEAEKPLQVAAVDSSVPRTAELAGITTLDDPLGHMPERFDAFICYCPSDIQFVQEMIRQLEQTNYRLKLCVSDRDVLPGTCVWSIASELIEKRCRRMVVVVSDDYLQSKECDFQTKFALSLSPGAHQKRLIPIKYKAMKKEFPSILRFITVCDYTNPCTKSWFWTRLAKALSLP
# HMGR II inh – inhibitors of class II HMG-CoA reductase from Enterococcus faecalis. purified E. faecalis HMGR, NADPH absorbance 340 nm kinetic. AID 1066. 190,000 tested, 0.41% active. inhibition, % at 10 µM;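 active = inhibition above a set limit, the median over all tested compounds plus 3 SD, cut at about 9.5% in these data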;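 also: enzyme runs in reverse so mevalonate oxidation gives rising NADPH absorbance; 0% = complete reaction with DMSO and 100% = background rate lacking mevalonate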
# STAT1 blocker – inhibitors of IFN-gamma induced STAT1 signaling | NIH 3T3 STAT1-luciferase reporter, luminescence | inhibition, % at 5.5 µM | 200,000 tested, 0.35% active;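 active = inhibition above a set limit, the mean inhibition across all tested compounds plus 3 SD, cut at about 34% in these data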;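 also: 0% = IFN-gamma with DMSO and 100% = IFN-gamma with 300 µM nifuroxazide; values of inactives mirror those of a sister screen read the other way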
# * hit, by the source's call; x = not tested or not shown; & = joins results of further samples; ! = not confirmed by another sample. No enrichment for hits; 5.6% or so of the library scored in one or more.
SMILES,NF-kB neuron act,STAT3 act,STAT3 blocker,DTT redox prof,STAT1 activator,APP 5'UTR act,Hsp70 activator,TLR4-MyD88 BLA,HMGR II inh,STAT1 blocker
COc1cccc(-c2cc(N3C(=O)Nc4ccccc4N3O)n[nH]2)c1,1.1,84,18,-0.2,104,20,-0.3,15,-8,-4
CC(C)C(=O)NC(=S)/C=C1/N(C)c2ccccc2C1(C)C,0.81,95,12,-0.3,88,2,-0.3,3,-4,13
COc1ccc(Cl)cc1NC(=O)CN(C)C1CCCCC1,0.89,99,5,1.1,96,17,-0.4,3,2,5
COc1cc(/C=C2\C(=O)N(CCC#N)N=C2C)ccc1OCC(=O)Nc1ccccc1,2.5,124,-25,0.2,118,14,-0.2,13,-3,-21
CCCSC1=C(C#N)C(c2ccccc2C)C(C(=O)OC)C(=O)N1 (stereo not drawn),0.79,100,5,-0.8,99,-6,-0.4,1,1,-1
CCCCCn1c(=O)[nH]c2cc(C(=O)NCCc3ccc(OC)c(OC)c3)ccc2c1=O,0.45,90,9,0.0,91,-1,-0.3,7,2,10
C[C@]12CCC(=O)C=C1CC[C@@H]1[C@@H]2[C@@H](O)C[C@@]2(C)[C@H]1CC[C@]2(O)C(=O)COC(=O)CCC(=O)O,1&0.88,94&102,10&0,0.2&4.0,129*!,70&37,-0.4&-0.2,4&-2,0&-5,-32&-26
NC(=O)CSc1nnnn1-c1ccc(OC(F)(F)F)cc1,1.1,100,2,1.2,99,6,-0.1,11,2,1
CCOc1ccc(N(CC(=O)NCc2ccc(OC)cc2)S(=O)(=O)c2c(C)noc2C)cc1,1.4,101,4,0.1,102,12,0.7,-9,-5,-2
Cc1sc2ncnc(SCc3ccco3)c2c1C,1.2,103,0,3.2,108,-12,-0.2,1,-3,-8
CCc1ccccc1NS(=O)(=O)c1ccc2[nH]cc(C(=O)NC3CCCC3)c(=O)c2c1,0.88,102,2,-0.1,96,0,-0.3,-13,3,5
CC1(C)CCCN(C(=O)c2coc(=O)c(Br)c2)C1,1.1,99,5,0.2,102,16,0.1,-2,-6,-2
CCN(CC)C(=O)CSc1nc2ccccc2c(=O)n1CCC(=O)N1CCN(c2ccccc2)CC1,0.78,98,13,-0.8,100,-1,0.1,4,-4,-1
Cn1c(=O)c2c(nc(N/N=C/c3ccco3)n2C)n(C)c1=O,1,95,11,-0.5,105,5,-0.3,1,2,-7
O=C(COC(=O)c1ccc(Br)o1)NCc1cccs1,1,107,0,0.0,98,2,-0.2,14,-1,3
CCOC(=O)CNC(=O)CSc1ccc2nnc(-c3ccc(F)cc3)n2n1,x,94,12,-1.2,82,6,-0.3,-9,-5,19
Cc1cc(C)c(C(=O)COC(=O)c2cc([N+](=O)[O-])ccc2NCCO)cc1C,0.84,111,-6,0.4,103,3,-0.4,-5,-2,-3
Cc1[nH]c2ccccc2c1C(=O)CN1C(=O)NC(C)(c2ccc(Cl)cc2Cl)C1=O (stereo not drawn),0.82,105,-6,0.3,96,-11,-0.4,-2,0,4
CC[C@@H](C)C(N)c1cn([C@@H](CCC(=O)O)C(=O)N2CCNCC2)nn1 (stereo partly drawn),1.1,x,x,0.4,103,-21,-0.1,-5,-13,-2
O=C(N/N=C/c1ccc(O)cc1)c1ccc(COc2cc(Cl)ccc2Cl)o1,0.52,80,29,-3.3,111,-2,-0.2,4,12*,-12

# Record cards, as listed above.
# `CCc1ccccc1NS(=O)(=O)c1ccc2[nH]cc(C(=O)NC3CCCC3)c(=O)c2c1` is listed with NF-kB neuron act = 0.88; STAT3 act = 102; STAT3 blocker = 2; DTT redox prof = -0.1; STAT1 activator = 96; APP 5'UTR act = 0; Hsp70 activator = -0.3; TLR4-MyD88 BLA = -13; HMGR II inh = 3; STAT1 blocker = 5
# `Cc1cc(C)c(C(=O)COC(=O)c2cc([N+](=O)[O-])ccc2NCCO)cc1C` is listed with NF-kB neuron act = 0.84; STAT3 act = 111; STAT3 blocker = -6; DTT redox prof = 0.4; STAT1 activator = 103; APP 5'UTR act = 3; Hsp70 activator = -0.4; TLR4-MyD88 BLA = -5; HMGR II inh = -2; STAT1 blocker = -3

# Further entries:
SMILES,NF-kB neuron act,STAT3 act,STAT3 blocker,DTT redox prof,STAT1 activator,APP 5'UTR act,Hsp70 activator,TLR4-MyD88 BLA,HMGR II inh,STAT1 blocker
O=C(CN1CCN(c2ccc(Cl)cc2)CC1)N1CCCC1,1,104,-4,0.2,99,-7,-0.2,-1,-2,1
N#Cc1c(NC(=O)CSc2ncn[nH]2)sc2c1CCCCC2,0.37,44,71*,-2.6,73,-79,-0.5,6,2,30
O=C(O)c1ccc2c(=O)[nH]c(CCl)nc2c1,0.97,106,0,-1.5,96,12,-0.1,5,-2,3
CCCCN(CCCC)C(=O)c1ccccc1NC(=O)CN1C(=O)c2ccccc2C1=O,0.73,96,10,0.0,100,17,-0.5,-5,0,0
CCOC(=O)C1=C(N)OC2=C(C(=O)CCC2)C1c1ccccc1OCC (stereo not drawn),0.96,96,11,0.1,95,23,0.4,-9,2,6
Cc1ccsc1CNC1C2CC3CC(C2)CC1C3 (stereo not drawn),1.2,103,4,-0.3,94,9,0.0,7,-2,4
Cc1cc(=O)n2[nH]c(C(=O)O)nc2n1,1.3,103,1,-3.5,95,0,0.5,0,1,5
Nc1nnc(SCCN2C(=O)c3ccccc3S2(=O)=O)s1,1.1,99,5,-0.4,98,-3,-0.1,13,2,3
COc1ccccc1N/C(N)=N/c1nc(CSc2nc3ccccc3s2)cc(=O)[nH]1,1.1,97,6,0.8,94,21,0.0,2,3,7
Cc1noc(C)c1S(=O)(=O)N1CCC(C(=O)NCCc2ccc(S(N)(=O)=O)cc2)CC1,0.99,108,-12,0.3,108,-3,-0.1,-7,0,-9
Cc1[nH]c2ccccc2c1N=Nc1cc(C(=O)O)cc(C(=O)O)c1,1.1,117,-7,-0.1,104,4,-0.4,3,0,-6
CCOC(=O)C1=C(C)N=c2s/c(=C\c3ccc(OC(C)=O)c(OCC)c3)c(=O)n2C1/C=C/c1ccccc1 (stereo not drawn),0.99,97,8,-7.3,97,-11,-0.3,54*,-1,3
O=[n+]1c2c(n([O-])c3ccccc31)CCC2,1.1,100,0,0.1,105,0,-0.1,-4,-1,-5
C=CCn1c(C)cc(C2=NNC(=Nc3ccc(C)cc3)SC2)c1C,0.92,107,-1,-1.8,121,14,0.1,3,0,-24
Cn1cc([C@@H]2C[C@H]3CN(Cc4cccc(Cl)c4)C(=O)[C@]34CCCN24)c(-c2ccccc2)n1,0.76,106,-2,-0.7,88,-17,-0.1,8,3,11
CCN(CC)C(=O)C1CCCN(Cc2nc(-c3cccs3)no2)C1 (stereo not drawn),1.2,100,5,-0.7,95,3,0.1,-19,-3,3
COCCNC(=S)Nc1ccc(S(=O)(=O)Nc2ncccn2)cc1,x,106,-1,-1.3,87,5,-0.1,-15,-4,15
CN1C(=O)CC(N2CCC(C(N)=O)(N3CCCCC3)CC2)C1=O (stereo not drawn),1.2,104,0,3.6,109,7,-0.1,-3,-3,-10
O=C(N=C1SCC(=O)N1c1ccccc1)c1ccco1,1.6,104,-4,-0.2,103,37,0.4,-3,-7,-3
CS(C)(=O)=NS(=O)(=O)c1ccc(Cl)cc1,1.2,103,-4,-6.5,100,6,-0.3,-10,-8,0
CC(=O)COc1ccc2c(-c3ccccc3)cc(=O)oc2c1,1.4,104,-6,-0.3,109,10,-0.4,4,-5,-10
CC(Nc1ccccc1)c1ccncc1 (stereo not drawn),1.4,100,4,-1.3,105,0,-0.5,-1,-3,-6
O=S(=O)(Nc1ncccn1)c1ccc(Nc2ncnc3ccccc23)cc1,0.87,100,0,0.7,104,5,-0.4,3,-5,-5
Brc1ccccc1OCCCn1cnc2ccccc21,6.7*,102,-2,0.0,158*,73,0.2,1,3,-79
O=P(c1ccc2c(c1)OCCO2)(N1CCOCC1)N1CCOCC1,1.1,94,12,-0.4,101,-4,-0.4,-3,-1,-1
O=C1Nc2c(c(=O)[nH]c(=O)n2Cc2ccccc2)C1(NS(=O)(=O)c1ccccc1)C(F)(F)F (stereo not drawn),x,94,12,-0.8,100,11,-0.1,-10,-2,-2
COCCNC(=O)CSC1=N/C(=C/c2ccc(Cl)c(Cl)c2)C(=O)N1c1ccccc1F,0.86,74,32,0.0,88,8,-0.6,6,-11,13
Cn1nccc1C(=O)Nc1ccccc1C(=O)O,1.1,105,1,-0.8,99,-3,0.1,-6,-6,2
Cc1ccccc1-n1c(O)cc(=O)[nH]c1=S,0.73,99,8,-0.7,104,4,0.6,8,-5,-5
CC1=NOC(=O)/C1=C/c1ccc2c(c1)OCO2,1.4,98,10,-0.3,101,-5,-0.4,13,-4,-1
CCCCCCC(=O)NNC(=O)c1c(O)c2ccccc2n(CCC)c1=O,0.92,99,6,-0.2,97,7,0.2,13,-2,3
COc1ccc(CCN2CC(C(=O)Nc3ccc4c(c3)OCO4)CC2=O)cc1OC (stereo not drawn),1.2,103,0,-0.2,102,-7,-0.2,0,-3,-3
CC(NC(=O)C1CCCC1)C1CC2CCC1C2 (stereo not drawn),1.2,86,16,-0.4,98,4,0.1,9,-2,3
CCN(CC)c1ccc(C(=O)N/N=C(\C)c2cccnc2)cc1,1.2,89,17,-1.9,95,16,-0.3,-12,2,5
COCCSc1ccccc1C(=O)Nc1cc([N+](=O)[O-])ccc1OC,1.2,92,17,0.6,94,3,0.2,3,-3,6
O=C(O)c1cc2cc(Cl)cc(Cl)c2oc1=O,1.1,123,-23,1.5,98,-1,-0.1,-4,-7,2

# Limited to Hsp70 activator and DTT redox prof, for five of the compounds above:
SMILES	Hsp70 activator	DTT redox prof
CC(NC(=O)C1CCCC1)C1CC2CCC1C2 (stereo not drawn)	0.1	-0.4
O=C1Nc2c(c(=O)[nH]c(=O)n2Cc2ccccc2)C1(NS(=O)(=O)c1ccccc1)C(F)(F)F (stereo not drawn)	-0.1	-0.8
O=C(O)c1cc2cc(Cl)cc(Cl)c2oc1=O	-0.1	1.5
CC(Nc1ccccc1)c1ccncc1 (stereo not drawn)	-0.5	-1.3
CC1=NOC(=O)/C1=C/c1ccc2c(c1)OCO2	-0.4	-0.3

# Compound activity (PubChem BioAssay)
